# SENP6 block – inhibitors of human SENP6 protease. Q9GZR1. Recombinant SENP6 catalytic domain, aminoluciferin luminescence. inhibition, % at 10 µM. hit rate 1.8% among 330,000;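 active means inhibition above about 50% at the single tested dose, limit read from the data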;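 further: plate controls were DMSO wells with enzyme for no effect and DMSO wells lacking enzyme for full effect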
# SENP8 block-1 – blocks human SENP8 cleavage of Nedd8 substrate | Q96LD8 | recombinant SENP8, Nedd8 substrate fluorescence | inhibition, % at 20 µM | hit rate 0.64% among 360,000 | AID 602440; in the data active means inhibition mostly above about 40%, no sharp cut-off; inactive means mostly below about 27%
# Apaf1 inhib – inhibitors of human Apaf-1 apoptosome; inhibition, % at 20 µM; O14727; reconstituted apoptosome caspase-3 activity, DEVD-Rh110 fluorescence; hit rate 0.71% among 330,000; active means inhibition of at least 40% at 20 µM;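 further: plate controls were DMSO wells for no effect and DEVD-CHO caspase inhibitor wells for full effect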
#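 Material: reconstituted apoptosome with Apaf-1, cytochrome c, caspase-9, procaspase-3, dATP. Technique: Rh110 fluorescence intensity. Buffer or medium: pH 7.5 Hepes buffer with CHAPS, BSA, DTT. Times: 30 min plus 50 min, RT.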
# SENP7 block – blocks the human protease SENP7; inhibition, % at 5 µM; hit rate 1.5% among 330,000; Q9BQF6; recombinant SENP7, Z-RLRGG-aminoluciferin luminescence, 40 min; AID 434973;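 active means inhibition above about 50% at the single test dose, limit read from the data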;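 further: plate controls were DMSO with enzyme for no effect and no enzyme buffer wells for full effect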
# SENP1 inh – inhibitors of human SENP1 SUMO protease catalytic domain | inhibition, % at 10 µM | hit rate 0.21% among 360,000 | recombinant SENP1 catalytic domain, CyPet-SUMO1-YPet FRET cleavage | Q9P0U3;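 active means inhibition at least 30% at 10 µM, raw YFP signal under a set limit, fluorescence ratio 0.5 to 1.5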;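 further: 0% = enzyme with DMSO and 100% = no enzyme wells; some results filed as inactive read as strong as hits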
# Target sequence (Q9P0U3 419-644 limits assumed): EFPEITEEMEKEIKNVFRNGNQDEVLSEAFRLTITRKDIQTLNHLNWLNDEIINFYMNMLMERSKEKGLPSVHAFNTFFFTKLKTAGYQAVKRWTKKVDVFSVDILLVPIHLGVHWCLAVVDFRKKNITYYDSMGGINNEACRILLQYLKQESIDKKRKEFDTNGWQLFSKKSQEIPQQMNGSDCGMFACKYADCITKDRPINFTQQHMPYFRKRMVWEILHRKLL
#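 Controls: no-enzyme wells low, DMSO-plus-enzyme wells high control. Test system: human recombinant His6-tagged SENP1 catalytic domain enzyme. Reagent: SFCypet-SUMO1-SFYpet FRET protein substrate, 25 nM final. Doses: one dose per compound, 10 µM, 0.5% DMSO. Detection: FRET, CFP and YFP emission. Timing: 50 min reaction at room temperature.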
# HKDC1 inhibitor – blocks human hexokinase HKDC1 activity; Q2TB90; recombinant HKDC1, G6PDH/diaphorase resazurin coupled fluorescence; inhibition, % at 20 µM; hit rate 0.16% among 340,000;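 active means inhibition above about 35% when tested at 20 µM, limit read from the data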;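 further: plate controls were DMSO wells with enzyme for no effect and DMSO wells lacking enzyme for full effect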
# Target sequence (Q2TB90 whole entry, looked up): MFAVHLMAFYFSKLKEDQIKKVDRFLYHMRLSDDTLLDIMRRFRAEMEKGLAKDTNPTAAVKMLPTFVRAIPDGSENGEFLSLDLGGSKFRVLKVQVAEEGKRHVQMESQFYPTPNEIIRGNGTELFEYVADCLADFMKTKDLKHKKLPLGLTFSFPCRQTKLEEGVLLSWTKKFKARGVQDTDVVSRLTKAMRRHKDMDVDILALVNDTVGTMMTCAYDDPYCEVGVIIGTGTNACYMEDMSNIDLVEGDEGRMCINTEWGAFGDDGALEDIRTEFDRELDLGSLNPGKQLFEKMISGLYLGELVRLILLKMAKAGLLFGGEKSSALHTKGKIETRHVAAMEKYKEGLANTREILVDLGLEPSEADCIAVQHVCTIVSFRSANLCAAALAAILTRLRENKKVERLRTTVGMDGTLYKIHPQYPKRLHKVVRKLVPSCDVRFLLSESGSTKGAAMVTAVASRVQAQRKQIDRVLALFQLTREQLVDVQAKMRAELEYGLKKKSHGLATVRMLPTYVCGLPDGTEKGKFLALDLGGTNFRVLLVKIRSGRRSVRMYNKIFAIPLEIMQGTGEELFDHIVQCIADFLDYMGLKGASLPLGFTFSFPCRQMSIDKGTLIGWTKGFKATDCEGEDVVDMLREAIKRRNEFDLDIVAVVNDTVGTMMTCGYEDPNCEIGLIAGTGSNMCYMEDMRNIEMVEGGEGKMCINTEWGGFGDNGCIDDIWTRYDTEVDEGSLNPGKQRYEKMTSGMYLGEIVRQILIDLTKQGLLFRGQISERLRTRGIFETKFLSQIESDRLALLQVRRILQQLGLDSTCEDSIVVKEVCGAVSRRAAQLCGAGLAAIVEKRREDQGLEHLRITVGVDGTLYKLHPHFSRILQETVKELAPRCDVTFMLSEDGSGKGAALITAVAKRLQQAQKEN
#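 Material: recombinant HKDC1 hexokinase; Amount: HKDC1 at 5 µg/mL; Medium: Tris pH 8.0 buffer with MgCl2, Tween-20, BSA, BME; Schedule: 90 min reaction incubation at room temperature, dark; Technique: coupled resazurin fluorescence, excitation 525 nm, emission 613 nm.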
# NLRP3 yeast inh – blocks the NALP3 inflammasome reconstituted in yeast; inhibition, % at 10 µM; hit rate 0.39% among 330,000; Yeast reconstituted NLRP3/ASC/caspase-1, beta-gal luminescence, 24 h;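 active means inhibition of 50% or more; inactive means inhibition below 50%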;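 further: plate controls were induced DMSO wells for no effect and uninduced yeast grown without galactose for full effect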
# SENP8 block-2 – blocks the human protease SENP8; Q96LD8; purified SENP8, Z-RLRGG-aminoluciferin cleavage, luminescence; inhibition, % at 10 µM; hit rate 1.2% among 330,000; AID 2540; in the data active means inhibition above about 50%
# PfG6PD inh – PfG6PD (Plasmodium falciparum) enzyme inhibition; PfGluPho enzyme, NADPH resazurin-diaphorase fluorescence; inhibition, % at 20 µM; hit rate 0.78% among 350,000; AID 504690;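 active means inhibition reaching at least a set limit at 20 µM in the primary screen, cut at about 59% in these data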;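 further: 0% = DMSO wells with substrate and 100% = DMSO wells lacking glucose-6-phosphate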
# Numbers without * were called inactive; . = no result given.
SMILES,SENP6 block,SENP8 block-1,Apaf1 inhib,SENP7 block,SENP1 inh,HKDC1 inhibitor,NLRP3 yeast inh,SENP8 block-2,PfG6PD inh
C=CCOc1ccc(/C=C/C(=O)OCC(=O)NCc2cccs2)cc1,-15.7,-6.3,9.0,-1.9,-0.8,-4.6,17.6,-18.1,-13.3
C=CCN(c1cccc(C(F)(F)F)c1)S(=O)(=O)c1cccc(C(=O)OCC(=O)NCCC)c1,-21.6,5.1,12.2,-6.7,0.9,-3.6,1.0,-12.6,20.1
CN(C)c1ccc(-c2ccc3c(=O)c4ccccc4n(C)c3c2)cn1,12.9,-478.8,1.0,12.4,-32.4,5.8,18.0,-6.0,22.0
c1ccc(Cc2nnc3sc(-c4ccncc4)nn23)cc1,-21.7,8.0,-16.7,-1.3,-1.2,-6.3,-0.7,-8.5,34.7
COc1ccc(CCNC(=O)CCC(=O)c2cccs2)cc1OC,-14.3,2.6,1.7,-3.9,0.1,7.6,-2.8,-0.6,-0.3
O=C1c2ccccc2NC(c2ccccc2O)N1NS(=O)(=O)c1ccccc1 (stereo not drawn),5.8,-383.4,9.6,-4.6,-1.0,-6.9,-0.8,-8.8,2.5
O=C(CN1CCN(S(=O)(=O)c2ccc(Br)cc2)CC1)N/N=C/c1ccc(Br)s1,0.2,16.1,12.2,5.5,2.0,5.5,14.7,6.8,-6.7
COc1ccc(C(C(=O)Nc2ccc(C(C)C)cc2)N(C)C(=O)c2ccc(=O)[nH]c2)cc1 (stereo not drawn),9.1,12.8,25.5,0.1,0.8,-13.2,4.0,1.8,-3.6
CC(C)(C)c1nc(-c2ccccc2)nc2c1OCCC2,-4.9,14.0,18.4,3.6,0.8,6.3,-8.5,2.5,-16.0
COc1ccc(-n2c(=S)[nH]c3sc4c(c3c2=O)CCc2ccccc2-4)cc1,2.1,.,27.7,-3.5,.,.,1.5,-12.9,.
CC12CCC(C(=O)Nc3ccccc3-n3cccc3)(CC1=O)C2(C)C (stereo not drawn),2.9,-0.6,1.4,8.1,0.7,2.4,3.9,5.1,-16.9
Cc1cc(NC(=O)c2ccc(F)cc2)ccc1NC(=O)c1ccco1,43.7,26.6,5.3,64.1*,0.3,-4.6,12.3,55.5*,26.2
O=C(CNC(=O)c1cccs1)NCC(=O)OCc1c(Cl)cccc1Cl,-6.7,8.2,0.2,1.7,2.8,13.9,8.8,-6.1,-12.4
O=c1cc(CN2CCC3(CC2)OCCO3)c2c(ccc3ccccc32)o1,-5.8,-31.9,-11.6,-2.2,-1.2,2.4,21.6,-5.4,3.1
O=C(CCn1c(=O)oc2ccccc21)Nc1ccc2c(c1)OCCO2,3.7,13.9,-2.1,6.4,0.8,-7.0,8.3,2.6,4.7
Cc1c(O)c(=O)ccn1Cc1ccccc1,-8.8,20.3,3.0,-3.5,0.0,-13.0,19.4,-7.6,-34.7
COc1cccc(-n2nc(-c3ccnn3-c3ccc(F)cc3)c(=O)n(C)c2=O)c1,-16.0,-5.9,16.0,-9.3,3.2,-5.7,11.3,-5.3,9.0
COc1cccc(C2C(C(=O)c3cccs3)=C(O)C(=O)N2c2cc(C)on2)c1 (stereo not drawn),-7.3,-4.4,6.1,12.7,-29.6,5.6,-15.1,2.8,-13.0
COc1ccc(-n2c(=O)c3c4c(sc3n3c(=S)[nH]nc23)CCC4)cc1,-9.7,-11.1,4.2,2.5,3.1,15.9,2.4,-3.4,25.2
COCCN1CCc2[nH]c(=S)[nH]c(=O)c2C1,-17.3,1.4,-2.1,0.9,-22.0,-6.4,6.4,-0.7,-6.5
CC(NC(=O)c1cccc(S(=O)(=O)N2CCN(C)CC2)c1)c1ccc(Cl)cc1Cl (stereo not drawn),-8.8,8.4,3.1,-2.1,-1.1,3.3,12.4,2.8,-2.9
NS(=O)(=O)c1ccc(NC(=O)COC(=O)COc2ccc3ccccc3c2)cc1,7.2,-17.6,-17.6,-10.7,2.2,3.5,-6.0,-0.5,-1.3
COc1cc(C(=O)NCc2nnc(SCC(=O)Nc3cc(C)on3)o2)cc(OC)c1OC,10.4,15.8,-15.1,-0.8,-0.8,-7.8,3.4,6.0,-1.6
CC(=O)c1ccc(NC(=S)N2CCC(Cc3ccccc3)CC2)cc1,-24.0,19.8,11.7,-5.7,2.8,1.3,22.5,-6.0,-8.8
OCC(O)CN(c1ccccc1)c1ccccc1 (stereo not drawn),9.4,5.0,-2.5,-3.4,0.8,0.6,-9.0,-8.7,0.4

# Two of the compounds above, tab-delimited.
SMILES	SENP6 block	SENP8 block-1	Apaf1 inhib	SENP7 block	SENP1 inh	HKDC1 inhibitor	NLRP3 yeast inh	SENP8 block-2	PfG6PD inh
NS(=O)(=O)c1ccc(NC(=O)COC(=O)COc2ccc3ccccc3c2)cc1	7.2	-17.6	-17.6	-10.7	2.2	3.5	-6.0	-0.5	-1.3
COc1ccc(C(C(=O)Nc2ccc(C(C)C)cc2)N(C)C(=O)c2ccc(=O)[nH]c2)cc1 (stereo not drawn)	9.1	12.8	25.5	0.1	0.8	-13.2	4.0	1.8	-3.6

# Taken from above.
# SENP8 block-1 with `COc1ccc(-n2c(=O)c3c4c(sc3n3c(=S)[nH]nc23)CCC4)cc1` is entered as -11.1
# SENP8 block-1 with `COCCN1CCc2[nH]c(=S)[nH]c(=O)c2C1` is entered as 1.4
# Apaf1 inhib with `C=CCOc1ccc(/C=C/C(=O)OCC(=O)NCc2cccs2)cc1` is entered as 9.0

# The listing continues:
SMILES,SENP6 block,SENP8 block-1,Apaf1 inhib,SENP7 block,SENP1 inh,HKDC1 inhibitor,NLRP3 yeast inh,SENP8 block-2,PfG6PD inh
CCOC(=O)c1oc2ccccc2c1COC(=O)CNC(=O)c1cccc(C)c1,-17.8,4.4,-10.3,0.0,-2.3,6.1,6.3,-5.3,8.5
Cc1c(C(=O)O)[nH]c2ccc([N+](=O)[O-])cc12,.,1.8,.,.,2.1,-1.8,.,.,-16.4
Cc1nn(-c2ccccc2)c(N)c1N=Nc1ccc(Cl)cc1,0.3,16.2,-0.9,2.9,-0.4,9.2,20.2,-11.7,27.5
COc1ccc(C(c2sc3nc(C)nn3c2O)N2CCC(O)CC2)cc1OC (stereo not drawn),2.4,3.9,2.3,3.4,2.5,-4.0,4.9,-2.7,2.4
CCC(=O)Nc1nc(-c2ccccc2)ns1,-8.7,9.6,13.2,-12.0,0.7,-4.1,19.4,-7.8,3.8
COc1ccc(C(C)n2c(C)c3c(C)nnc(C)c3c2C)cc1 (stereo not drawn),1.2,-242.7,-1.8,0.3,-21.6,-2.4,12.1,-3.8,8.5
CCOCC(O)CS(=O)Cc1ccccc1 (stereo not drawn),-3.0,-32.6,-12.9,-1.7,-1.1,-6.2,5.4,3.3,-10.2
COc1ccc(S(=O)(=O)N2CCCCCC2)cc1C(=O)N1CCCCC1,-15.6,-1.5,-5.1,-0.1,0.5,1.6,-10.2,4.7,-6.6
Nc1nn(-c2cccc(F)n2)cc1-c1ccccc1,86.9*,7.2,1.8,91.6*,0.5,-5.2,43.2,83.7*,14.2
O=C(CN1CCN(Cc2ccccc2)CC1)NC(=O)NCc1ccco1,-13.5,11.9,9.1,3.0,-1.0,-6.4,13.9,6.2,7.7
CC(NCc1cccs1)C(=O)NC1CCCCC1 (stereo not drawn),-9.0,3.2,-3.2,1.0,0.8,-6.4,-0.5,-0.5,-23.2
CN1CCC(N(C)C(=O)c2ccc(Cl)c(S(=O)(=O)Nc3cc(Cl)ccc3Cl)c2)CC1,-5.0,5.3,-7.4,2.2,-1.6,-1.3,4.6,9.1,-0.3
Cc1ccc(N(CC(N)=O)C2SC(=O)NC2=O)cc1 (stereo not drawn),6.9,23.6,-12.2,-3.2,0.9,-11.7,-3.3,-5.0,-11.1
COc1ccc(Cc2nc3ccc(C(=O)NC(C)c4cn(C)nc4C)cc3o2)cc1 (stereo not drawn),0.6,14.9,-5.0,-4.2,1.1,4.4,-4.7,1.6,1.3
OCCCNC(=S)Nc1ccc(Nc2ccccc2)cc1,-16.0,8.9,-6.3,-3.3,2.4,-5.7,8.6,-7.6,8.0
COc1cc(OC)cc(-c2nnc(SCC(=O)N3CCCCC3)o2)c1,-8.5,6.9,-3.1,-1.2,-0.7,-1.4,13.5,-7.4,9.5
Cc1cc(C)n(-c2nc(N(c3ccccc3)c3ccccc3)nc(-n3nc(C)cc3C)n2)n1,9.1,16.1,31.6,-13.9,0.9,-5.4,6.6,0.1,17.2
CC1Cc2ccccc2N1C(=O)c1ccc2nccnc2c1 (stereo not drawn),-18.5,0.3,11.0,8.2,-3.4,-1.9,17.4,-3.9,11.4
COc1ccc(-c2cc(C(F)(F)F)n3nc(C)cc3n2)cc1,-10.5,-360.7,9.2,-4.6,-46.2,-2.6,34.5,2.1,6.1
CC(C)(Cc1ccc(O)cc1)NC(=O)CC(=O)N/N=C/c1ccc([N+](=O)[O-])cc1,-6.6,26.0,11.1,2.7,3.7,-11.3,3.6,5.9,-2.5
O=C(CNC(=O)C1CCCCC1)Nc1cc(Cl)cc(Cl)c1,-5.6,17.5,11.1,-6.1,0.8,3.2,10.9,0.1,6.5
CC(=O)c1cc(C#N)c(SCC(=O)OC(C)C)nc1C,-6.0,3.6,-22.3,3.3,-1.1,9.2,26.4,1.0,-12.0
O=C(CN1C(=O)c2ccccc2S1(=O)=O)Nc1ccccc1,-13.6,14.9,-1.7,-2.8,2.2,-7.8,-5.2,-13.3,-4.5
COC(=O)c1ccc(OS(=O)(=O)N(C)C)cc1,-5.0,8.1,-7.5,-0.2,0.7,8.1,5.5,-7.0,-13.8
CC(NC(=O)COC(=O)c1ccc[nH]c1=O)c1ccccc1 (stereo not drawn),-9.0,-13.2,6.7,-10.9,0.9,-5.0,16.7,-14.0,4.1
# Remaining list, next part
SMILES,SENP6 block,SENP8 block-1,Apaf1 inhib,SENP7 block,SENP1 inh,HKDC1 inhibitor,NLRP3 yeast inh,SENP8 block-2,PfG6PD inh
CC12CCC(c3nnc(SCC(=O)Nc4cccc5ccccc45)nc31)C2(C)C (stereo not drawn),1.2,24.0,10.2,6.1,-0.4,-1.3,-0.8,-4.8,-19.6
Cc1cc(NC(=O)COC(=O)[C@H](Cc2ccccc2)NC(=O)c2ccco2)no1,.,14.4,.,.,0.8,-3.2,.,.,7.7
COCCCn1c(CCC(=O)O)ccc1-c1ccc(F)cc1,-10.7,-483.5,8.0,0.1,-40.5,5.3,19.4,-14.7,-15.9
COc1ccc(Br)cc1/C=N/NC(=O)c1ccc(OC)c(OC)c1,7.2,-1.5,4.7,-3.0,-0.7,-3.6,4.6,-1.5,26.3
CN1CCCCC1CCN1c2ccccc2Sc2ccc(S(C)=O)cc21 (stereo not drawn),11.9,-112.5,-0.5,2.8,0.0,-7.3,14.7,-2.0,11.1
O=C(Nc1cccc(-n2cnnn2)c1)c1ccc(C(F)(F)F)cc1,10.7,16.1,-67.2,1.2,0.5,-2.8,10.5,-4.5,5.5
O=c1oc2ccccc2c(N2CCC(c3ccccc3)CC2)c1[N+](=O)[O-],15.7,13.7,8.7,5.2,3.5,-3.0,4.6,4.3,-0.2
CCCC(=O)NC(NC(=S)Nc1c(C)n(C)n(-c2ccccc2)c1=O)C(Cl)(Cl)Cl (stereo not drawn),-0.7,15.5,-6.0,-3.8,-1.0,-7.8,-12.4,0.6,1.7
Cc1ccc(C)c(S(=O)(=O)Nc2ccc(O)c3ccccc23)c1,13.1,14.8,17.5,30.3,0.3,47.8*,8.0,0.3,34.9
